# Screens deposited in PubChem by several laboratories.
# Arrestin-AP2 inh: blocks beta-arrestin peptide binding to AP2 adaptin; FITC-arrestin peptide / GST-AP2 beads, flow cytometry; AP2 beta2 appendage carries R879A mutation; 340,000 compounds, 0.31% hits; AID 504490; inhibition, % at 10 µM;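 active = inhibition above a set limit, near 3 SD of compounds lacking own fluorescence, cut at about 54% in these data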;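 also: plate controls were DMSO wells for no effect and 5 µM unlabelled arrestin peptide for full effect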
#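 System: GST-AP2 R879A glutathione beads; medium: PBS, Tween 20 0.05%, BSA 0.1%; reagent: fluorescein-tagged arrestin peptide at 50 nM final; schedule: pre-incubation 12 min, peptide binding 1 h, room temperature; detection: flow cytometry, FL1 (488/535 nm); read-out: inhibition as reduced fluorescein signal on beads, percent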
# SR-BI HDL uptake: inhibitors of mouse SR-BI mediated HDL lipid uptake. ldlA[mSR-BI] CHO cells, DiI-HDL uptake fluorescence, 3 h. inhibition, % at 12.5 µM. 320,000 compounds, 0.96% hits. Q61009. AID 488896;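 active = mean replicate inhibition of at least 70% and a set share of replicates each scoring 70 or more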;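 also: 0% = median of neutral control wells and 100% = median of positive control wells; values of inactives mirror those of a sister screen read the other way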
# PKA-R1A activ: activates the PKA-R1A holoenzyme complex. P00514+P68181. 340,000 compounds, 0.083% hits. activation, % at 11.4 µM. PKA-R1A dissociation, Cy5-IP20 fluorescence polarization; scaled: DMSO 0%, 113 µM cGMP 100%. AID 504707;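 active = percent activation above the mean of all tested compounds plus 3 SD, cut at about 19% in these data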;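 also: higher means more PKAc released from R1A so a rise in polarization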
# dFosB act: enhances mouse delta FosB homodimer DNA binding. P13346. purified delta FosB, TAMRA-CDK5 oligo fluorescence polarization; percent of positive-control signal above neutral wells. activation, % at 25 µM. 340,000 compounds, 0.99% hits;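 active = mean activation above about 17%, with every replicate also reaching it, limit read from the data, passing the limit was not always enough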;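 also: fluorescence polarization rise as delta FosB binds a TAMRA Cdk5 AP-1 oligo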
# CDK5 p35 inh: blocks human CDK5/p35 kinase activity | 330,000 compounds, 0.01% hits | inhibition, % at 10 µM | Q00535+Q15078 | Recombinant CDK5/p35, ADP-Glo luminescence, 60 min;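 active = highest replicate inhibition of at least 50% and at least 75% of replicates reaching 50%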;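 also: plate controls were DMSO neutral control for no effect and GW8510 at 10 µM for full effect; many of its hits are not listed in these tables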
# PKA-R2B activ: activates the human PKA-R2B holoenzyme complex | P22694+P31323 | PKA-R2B holoenzyme dissociation, Cy5-IP20 fluorescence polarization; R2B truncated from residue 108, S112A mutant; 0% DMSO only, 100% 113 µM cGMP | activation, % at 11.4 µM | 340,000 compounds, 0.079% hits | AID 504700;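 active = activation above a cutoff set at the mean over all compounds plus 3 SD, cut at about 18% in these data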;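 also: higher means more holoenzyme dissociation and a rise in polarization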
# MITF TRPM1 HTS: MITF TRPM1 promoter activation in melanoma cells | SK-MEL-5 TRPM1-promoter luciferase, 24 h; % of positive control, neutral wells = 0 | 300,000 compounds, 0.75% hits | activation, % at 12.5 µM | AID 588334;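 active = mean activation of at least 80% with every replicate also reaching 80%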;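 also: 0% = neutral control wells and 100% = parthenolide positive control wells; values of inactives mirror those of a sister screen read the other way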
# SR-BI DiI-HDL act: enhances SR-BI lipid uptake from DiI-HDL. 320,000 compounds, 0.096% hits. AID 504775. CHO ldlA[mSR-BI] cells, DiI-HDL uptake fluorescence, 3 h; 100 = double the neutral-control signal. activation, % at 12.5 µM;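 active = mean replicate activation of at least 60% and every replicate at or above 60%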;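 also: 0% = median plate neutral-control signal and 100% = twice that signal; values of inactives mirror those of a sister screen read the other way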
#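 Assay system: LDL receptor-deficient CHO ldlA cells overexpressing murine SR-BI / Medium: BSA-supplemented, HEPES-buffered Ham's F12, pH 7.4 / Probe or stimulus: DiI-labelled HDL at 10 µg/mL final / Timing: compound with DiI-HDL co-incubation, 3 h at 37 °C / Technique: bottom-read cell fluorescence after medium removal, ex 550/em 595 nm / Measure: HDL uptake via cellular fluorescence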
# SUMO Mot1 rescue: SUMOylation pathway inhibition by Mot1-301 growth rescue. S. cerevisiae Mot1-301 growth rescue, ATP luminescence, 38.5C; percent above DMSO median, 100 means doubled. growth rescue, % at 18.8 µM. 320,000 compounds, 1% hits;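 active = every valid replicate shows activation above 250% relative to neutral control wells; inactive = the rest, any valid replicate at or below 250%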;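 also: OY570 slx delta 5 strain wells were the positive control but not used for scaling; some compounds called inactive have numbers as strong as hits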
# NSD2 inh: inhibitors of human histone methyltransferase NSD2 | NSD2 peptide methylation, AlphaScreen, 120 min | inhibition, % at 12.5 µM | 310,000 compounds, 0.54% hits | AID 743445; in the data active = inhibition above about 50%
# Target sequence (O96028 whole entry, looked up): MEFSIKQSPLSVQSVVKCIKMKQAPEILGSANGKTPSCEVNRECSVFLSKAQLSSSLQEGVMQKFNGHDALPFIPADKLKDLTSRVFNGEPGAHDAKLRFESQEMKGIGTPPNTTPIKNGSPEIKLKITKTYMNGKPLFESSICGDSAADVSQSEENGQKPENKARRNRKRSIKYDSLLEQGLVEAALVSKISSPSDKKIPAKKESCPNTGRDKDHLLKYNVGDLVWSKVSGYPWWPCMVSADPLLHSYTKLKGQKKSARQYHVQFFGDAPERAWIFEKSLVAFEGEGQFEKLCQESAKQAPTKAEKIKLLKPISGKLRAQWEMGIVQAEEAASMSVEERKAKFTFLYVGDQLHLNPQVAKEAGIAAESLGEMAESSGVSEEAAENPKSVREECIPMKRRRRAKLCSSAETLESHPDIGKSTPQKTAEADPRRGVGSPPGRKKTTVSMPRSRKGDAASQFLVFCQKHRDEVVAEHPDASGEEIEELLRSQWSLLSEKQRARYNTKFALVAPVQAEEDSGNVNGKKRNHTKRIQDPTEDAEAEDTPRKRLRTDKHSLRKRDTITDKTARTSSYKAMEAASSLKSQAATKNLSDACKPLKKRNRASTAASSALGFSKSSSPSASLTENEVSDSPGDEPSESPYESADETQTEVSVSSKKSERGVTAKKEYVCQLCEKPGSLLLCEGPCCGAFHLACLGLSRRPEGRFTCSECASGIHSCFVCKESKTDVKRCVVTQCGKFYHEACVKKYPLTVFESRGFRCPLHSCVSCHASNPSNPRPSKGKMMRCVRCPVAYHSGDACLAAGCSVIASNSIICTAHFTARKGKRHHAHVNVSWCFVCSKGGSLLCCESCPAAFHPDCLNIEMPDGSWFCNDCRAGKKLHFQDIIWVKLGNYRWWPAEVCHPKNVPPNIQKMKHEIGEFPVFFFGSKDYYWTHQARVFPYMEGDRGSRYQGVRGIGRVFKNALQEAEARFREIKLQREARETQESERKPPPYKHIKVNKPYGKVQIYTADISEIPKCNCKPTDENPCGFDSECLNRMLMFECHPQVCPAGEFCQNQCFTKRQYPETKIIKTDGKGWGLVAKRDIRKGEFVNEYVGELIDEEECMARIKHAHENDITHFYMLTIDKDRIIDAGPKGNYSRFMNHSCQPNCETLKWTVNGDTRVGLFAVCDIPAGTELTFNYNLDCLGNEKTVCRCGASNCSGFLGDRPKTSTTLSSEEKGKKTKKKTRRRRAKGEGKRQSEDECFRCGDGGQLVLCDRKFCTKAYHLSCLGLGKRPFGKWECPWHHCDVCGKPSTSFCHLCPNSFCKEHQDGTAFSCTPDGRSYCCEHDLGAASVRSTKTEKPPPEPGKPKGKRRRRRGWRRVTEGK
# DSG3 Ab inh: inhibitors of pemphigus antibody binding to human desmoglein-3; P32926; DSG3-coupled beads, scFv-anti-DSG3-GFP binding, flow cytometry; stronger effect = lower value; binding (percent of control), % at 10 µM; 310,000 compounds, 0.48% hits; AID 588358;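 active = binding more than 3 SD below its plate's average and above zero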; also: some compounds called inactive have numbers as strong as hits
# Numbers without * were called inactive; . = not tested or not shown.
# Results follow in this order: Arrestin-AP2 inh, SR-BI HDL uptake, PKA-R1A activ, dFosB act, CDK5 p35 inh, PKA-R2B activ, MITF TRPM1 HTS, SR-BI DiI-HDL act, SUMO Mot1 rescue, NSD2 inh, DSG3 Ab inh
> C=CCNC(=O)c1c(-c2c(F)cccc2Cl)noc1C
 : -1, -3, -12, -5, -8.5, -7, 1, 3, 6, 1, 78
> O=C(c1cc2ccccc2o1)N1CCN(c2ncccn2)CC1
 : 8, -8, -5, 4, 1.7, 0, 17, 8, -3, -3, 112
> O=C(Cn1ccc(C(F)(F)F)n1)N/N=C/c1cccs1
 : 5, -12, -5, -2, -0.5, -6, 4, 12, 7, -2, 122
> CC1CCCCN1S(=O)(=O)c1ccc(S(=O)(=O)N2CCN(c3ccccc3)CC2)cc1 (configuration not stated)
 : -6, -2, 4, -10, 1.9, -20, ., 2, -2, -1, 89
> C=CCNC(=S)Nc1ccc(C(N)=O)cc1
 : -8, -2, 4, 2, -1.7, 1, -3, 2, -12, -1, 99
> Cc1ccc(C)c(OCCC(=O)NNC(=O)c2ccccc2)c1
 : 18, 2, 4, 5, 1.4, 4, 11, -2, 360, 0, 106
> O=C(Nc1ccc(F)cc1)c1ccccc1NC(=O)C1CC=CCC1C(=O)O (configuration not stated)
 : 4, -11, 4, -9, 0.8, 4, 3, 11, 0, -2, 103
> Cc1cc(NC(=O)c2cccnc2)ccc1NC(=O)c1ccco1
 : 8, -5, -1, 0, 1.0, 7, 12, 5, -7, -6, 97
> COc1cc(-c2nnc(SCc3c(F)cccc3Cl)o2)cc(OC)c1OC
 : -1, 16, -6, 8, -1.3, 1, 6, -16, 7, ., 121
> O=C1C(=O)N(CCN2CCOCC2)C(c2ccc(F)cc2)/C1=C(/O)c1ccc(S(=O)(=O)N2CCOCC2)cc1 (configuration not stated)
 : -5, ., 10, 3, 2.6, -9, ., ., 40, -3, 94
> COc1ccc([N+](=O)[O-])cc1NC(=O)C1CCCO1 (configuration not stated)
 : 5, -9, 5, -4, 0.0, 1, 1, 9, -4, -2, .
> Cc1nn(-c2ccc(N3CCOCC3)nn2)c(C)c1CCC(=O)NCc1ccc(F)cc1
 : -12, 28, 0, -1, 0.4, 0, -11, -28, 52, -2, 105
> Cc1ccc2ccccc2c1COC(=O)c1nonc1N
 : -5, -5, -8, -5, 0.3, -10, -10, 5, -4, 0, 98
> Cn1cccc1C(C(=O)NC1CCCCC1)N(C(=O)Cc1cccs1)c1ccc2c(c1)OCO2 (configuration not stated)
 : 6, ., 2, -2, 2.5, -9, 0, ., -3, 0, 102
> CCNc1nc(SCCOc2ccc(Cl)cc2Cl)nc(N(C)C)n1
 : 8, 23, 7, -4, -1.9, -14, 6, -23, ., -2, 99
> CS(=O)(=O)c1nc(S(=O)(=O)c2ccc(Cl)cc2)c(N2CCC(C(N)=O)CC2)s1
 : 34, -14, -1, -6, -0.2, -11, -1, 14, -27, 4, 107
> CC1(C)CC2CC(C)(CN2C(=O)COc2cccc3ccccc23)C1 (configuration not stated)
 : 3, -9, 0, -6, 1.4, -5, -1, 9, -3, -1, .
> Oc1ccc(N=C/C=C/c2cccc(Br)c2)cc1-c1nc2ccccc2s1
 : 1, 23, 3, 5, 3.5, 9, -8, -23, 2, ., 75
> C=CCC1NS(=O)(=O)OCC1NC(=O)OCC(Cl)(Cl)Cl (configuration not stated)
 : 0, -13, -5, 7, 2.4, 6, 6, 13, 16, ., 99
> COc1cc2c(cc1C1NC(=S)NC(C)=C1C(=O)N(C)C)CCCC2 (configuration not stated)
 : 0, -11, -1, 3, ., -5, -12, 11, 217, -3, 98
> Cc1ccc(-n2c3c(cc(C(=O)NCc4ccco4)c2=O)C(=O)CC(C)(C)C3)cc1
 : 1, 23, -13, 5, 0.7, -5, -1, -23, -5, 3, 115
> CCc1ccc(OCC(=O)Nc2ccc3c(c2)COC3=O)cc1
 : -5, 8, -7, -10, -3.2, -6, 7, -8, -7, 9, .
> Cc1ccc(CNC(=O)CSc2nc(=O)n3cccc(C)c3n2)cc1
 : 5, 7, 5, -6, -1.4, -2, -1, -7, -5, 0, 109
> Cc1cc(C)cc(N(CCC#N)C(=O)CSc2n[nH]c(N)n2)c1
 : 1, -14, -16, -3, 6.3, -5, -4, 14, 3, -2, 104
> CCOC(=O)N1CCN(C(=O)C2COc3ccccc3O2)CC1 (configuration not stated)
 : 18, 10, -6, -2, 0.5, -1, ., -10, 2, 3, .
> O=C(CCCN1C(=O)/C(=C/c2ccccc2)SC1=S)Nc1ccc(O)cc1
 : 0, 5, 4, -6, -8.3, -8, 1, -5, -35, 1, 110
> CCOc1ccccc1-n1c(SCC(=O)NC)nnc1-c1ccco1
 : 28, -1, -1, 4, 0.1, -8, -6, 1, -16, -2, 128
> Cc1cccc(OCC(=O)NCCNC(=O)c2ccco2)c1
 : 2, -6, 3, 2, 0.8, -15, -20, 6, 1, -2, .
> Cc1ccc(C(=O)O)cc1NC(=O)c1cccs1
 : -8, -6, 2, 2, 1.2, -3, ., 12, 124, -1, .
> O=c1nc2n(c3cc(Cl)c(S(=O)(=O)N4CCOCC4)cc13)CCCCC2
 : 9, -6, 2, 0, -1.1, 7, 0, 6, 131, -2, 101

# The final 6 records of the part above come first, to join the parts.
# Results follow in this order: Arrestin-AP2 inh, SR-BI HDL uptake, PKA-R1A activ, dFosB act, CDK5 p35 inh, PKA-R2B activ, MITF TRPM1 HTS, SR-BI DiI-HDL act, SUMO Mot1 rescue, NSD2 inh, DSG3 Ab inh
> CCOC(=O)N1CCN(C(=O)C2COc3ccccc3O2)CC1 (configuration not stated)
 : 18, 10, -6, -2, 0.5, -1, ., -10, 2, 3, .
> O=C(CCCN1C(=O)/C(=C/c2ccccc2)SC1=S)Nc1ccc(O)cc1
 : 0, 5, 4, -6, -8.3, -8, 1, -5, -35, 1, 110
> CCOc1ccccc1-n1c(SCC(=O)NC)nnc1-c1ccco1
 : 28, -1, -1, 4, 0.1, -8, -6, 1, -16, -2, 128
> Cc1cccc(OCC(=O)NCCNC(=O)c2ccco2)c1
 : 2, -6, 3, 2, 0.8, -15, -20, 6, 1, -2, .
> Cc1ccc(C(=O)O)cc1NC(=O)c1cccs1
 : -8, -6, 2, 2, 1.2, -3, ., 12, 124, -1, .
> O=c1nc2n(c3cc(Cl)c(S(=O)(=O)N4CCOCC4)cc13)CCCCC2
 : 9, -6, 2, 0, -1.1, 7, 0, 6, 131, -2, 101
> C=CCn1c(SCC(=O)NC2CCCCC2)nc2ccccc2c1=O
 : -5, 3, -9, -1, -3.0, -3, -14, -3, -14, -2, 108
> S=C(N/N=C/c1ccc(Cl)cc1)N1CCOCC1
 : 0, -15, 8, -6, 0.9, 4, 42, 15, 15, 1, 128
> O=C(CN1C(=O)NC2(CCOc3ccccc32)C1=O)c1ccc(Cl)cc1 (configuration not stated)
 : -6, 8, -7, -13, 1.8, -2, 1, -8, -3, -4, 98
> CN1/C(=C\C=O)C(C)(C)c2ccccc21
 : -18, 2, 8, 23*, -0.6, -3, -1, -2, -4, -5, 91
> COc1ccc(C(=O)NCCCOc2cccc(NC(C)=O)c2)cc1
 : 3, ., -9, -4, 0.3, 3, ., ., -3, 1, .
> Cc1cccc(C)c1NC(=O)CN(C)C(=O)CC1Sc2ccccc2NC1=O (configuration not stated)
 : 7, 18, 0, -2, 0.6, -10, -16, -18, -9, 1, -9
> CC(C)C(=O)Nc1ccc(C(=O)NC2CCSC2=O)cc1 (configuration not stated)
 : 6, -17, -6, -6, 2.5, -3, 0, 17, 15, ., 106
> CC1CCN(C(=O)CSc2nnc(Cc3cc(=O)[nH]c(=O)[nH]3)n2-c2ccc(Cl)cc2)CC1
 : -1, -1, 2, -9, -0.3, -1, -3, 1, 51, ., 106
> O=C(NNC(=O)c1cccc([N+](=O)[O-])c1)c1ccncc1
 : -2, -24, 9, -2, -4.4, -3, 1, 24, -9, -1, 105
> CCc1ccc(NC(=O)c2ccc(NC3=NC4CS(=O)(=O)CC4S3)cc2)cc1 (configuration not stated)
 : 24, -10, -5, 15, 1.0, -4, 13, 10, 144, -3, .
> Cc1c(C)c(C)c2[nH]c(=S)[nH]c2c1C
 : -5, 69, ., -10, 1.1, ., ., -69, 8, -1, 98
> C=C(C)C1CC=C(C)/C(=N/NC(=O)COc2ccc(Cl)cc2)C1 (configuration not stated)
 : 7, ., 4, 0, -3.5, 2, -11, ., 3, -2, 98
> CCn1cc(C(=O)N[C@H](C(=O)NC(C)(C)CO)C(C)C)c(=O)c2cc3c(cc21)OCO3
 : 0, -10, -1, -5, 0.1, 1, 11, 10, 4, -1, 112
> CC(C)(C)n1cnc2cc(NS(=O)(=O)c3ccccc3)ccc21
 : -2, -13, 1, -5, 0.4, -12, 20, 13, 3, 4, .
> CC(CCc1ccccc1)NC(=O)COC(=O)c1cccn1C (configuration not stated)
 : -6, -4, -3, -5, -0.5, 6, -8, 4, 4, -1, 106
> CCn1c(=O)n(CC)c2cc(S(N)(=O)=O)c(C)cc21
 : 39, -23, 1, 4, -0.6, 2, 0, 23, 1, -1, 122
> CCCOc1ccc(/C=C/c2c([N+](=O)[O-])c(=O)n(C)c(=O)n2C)cc1
 : 0, 9, -7, -6, -4.9, -17, ., -9, 33, -1, 124
> CCOC(=O)C1CCN(S(=O)(=O)c2c(C)[nH]c(C)c2C(=O)N2CCCC2)CC1
 : -3, -22, 9, -6, -1.3, -6, 8, 22, -9, 26, 99
> Cn1cc(CC(=O)N2CCN(c3ccc(Cl)cc3)CC2)c2ccccc21
 : 1, 11, 1, 5, -1.5, -9, -13, -11, 6, 42, 104
> COC(=O)c1c(NC(=O)CN2CCC3(O)CCCCC3C2c2cc(OC)ccc2OC)sc(C)c1C (configuration not stated)
 : 16, 11, -5, -7, 0.3, -13, -14, -11, -10, 0, 103
